# ARNT-TACC3 inh = disruptors of ARNT/TACC3 protein interaction, primary screen, biochemical, AlphaScreen, single concentration | Transforming acidic coiled-coil-containing protein 3 (Homo sapiens), Q9Y6A5 | AlphaScreen His-ARNT PAS-B/GST-TACC3 binding, luminescence; TACC3 fragment carries E629A point mutation | inhibition, % at 9.99 µM | actives 0.66% (n = 390,000);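 active means mean inhibition of replicates at least 50% and at least half of replicates each reaching 50%; inconclusive means half or more replicates reach 50% but mean below 50%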;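 further: 0% = complete ARNT plus TACC3 wells and 100% = ARNT alone without TACC3; many hits fall short of the cut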
# CFTR F508del cor = F508del CFTR correction, initial screen, CFBE line, single point; AID 720511, 2013; activity (quench increase), % at 7.58 µM; actives 0.36% (n = 350,000); CFBE cells, YFP halide quenching; stimulated with forskolin plus potentiator P3; % fluorescence drop versus neutral controls;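 active means mean added fluorescence quench of at least 8% versus neutral control, with both replicates also reaching 8%; inconclusive means only one of the mean or replicate conditions met; inactive means mean below 8% and not both replicates reaching 8%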;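 further: cells transiently co-express mutant CFTR-F508del with the halide-sensitive YFP; corrector assay measuring rescue of mutant channel to the surface after 24 h compound exposure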
# ERp5 inh = inhibitors of ERp5-driven insulin aggregation, primary screen, biochemical, turbidity, absorbance 650 nm, single point | 90 min | inhibition, % at 9.99 µM | actives 0.05% (n = 350,000) | AID 651711, 2012 | Protein disulfide-isomerase A6 (Homo sapiens), Q15084;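 active means mean replicate inhibition above about 25%, with every replicate also reaching it, limit read from the data, passing the limit was not always enough; inconclusive means only one of those two criteria met; inactive means neither criterion met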
# Target sequence (Q15084 whole entry, looked up): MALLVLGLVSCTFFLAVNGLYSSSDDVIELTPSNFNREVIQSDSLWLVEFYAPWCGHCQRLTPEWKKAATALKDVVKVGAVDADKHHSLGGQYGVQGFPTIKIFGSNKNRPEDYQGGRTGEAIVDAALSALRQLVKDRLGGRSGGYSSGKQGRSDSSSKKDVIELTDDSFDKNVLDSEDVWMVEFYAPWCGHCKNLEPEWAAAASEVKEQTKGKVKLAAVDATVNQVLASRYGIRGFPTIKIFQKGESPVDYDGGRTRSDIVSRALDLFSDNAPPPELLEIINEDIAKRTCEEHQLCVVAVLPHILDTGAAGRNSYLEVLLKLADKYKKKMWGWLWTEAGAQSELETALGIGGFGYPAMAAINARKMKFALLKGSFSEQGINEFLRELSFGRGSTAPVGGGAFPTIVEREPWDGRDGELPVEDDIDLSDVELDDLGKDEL
# PAX8 inh HTS = inhibitors of PAX8-driven TPO luciferase reporter, primary screen, RMG-I cells, single concentration; SteadyGlo, 24 h; inhibition, % at 12.6 µM; actives 1.2% (n = 360,000); AID 652154, 2013;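 active means mean replicate inhibition at least 60% with every replicate also reaching 60%; inconclusive means only one of the two criteria is met; inactive means mean below 60% and not all replicates reaching 60%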;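 further: luciferase light reporting Pax8 driven TPO promoter activity; plate controls were median of neutral control wells for no effect and mitoxantrone controls for full effect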
# XiGFP reactiv = activators of inactive X chromosome reactivation, primary screen, imaging, XiGFP fibroblasts, GFP high-content imaging, set 2; actives 0.055% (n = 360,000); XiGFP mouse fibroblasts, % GFP-positive cells imaging, 3 d; cells co-treated with 5-aza-dC sensitizer; scaled so ellipticine positive control = 100%; activation, % at 7.58 µM; AID 743238, 2013;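 active means mean normalized replicate activation at least 10% and every replicate at or above 10%; inconclusive means only one of the two criteria met; inactive means mean below 10% and not all replicates reach 10%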;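 further: 0% = median of on-plate neutral control wells and 100% = ellipticine 6 µM median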
#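 System: 68-5-11 XiGFP fibroblast line; Timing: 3 days compound exposure; Compound dosing: one concentration, pinned; Benchmarks: positive control ellipticine, 6 µM final; Buffer or medium: DMEM containing 5-aza-dC.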
# INS-1E GSIS act = GLuc luminescence reporter in INS-1E cells, primary screen for activators of glucose-dependent secretion of insulin | INS-1E GLuc reporter insulin secretion, 2-3 h | activation, % at 16.6 µM | actives 0.61% (n = 370,000);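 active means lowest replicate activation of at least 40%, so every replicate reaches that level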;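 further: 0% = median of neutral control wells and 100% = median of IBMX positive control wells; some compounds called inactive have numbers as strong as hits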
# EWS-Fli block = EWS/Fli-driven NR0B1 reporter inhibitors, primary screen, A673 cells, NR0B1 luciferase, luminescence, MLPCN library | actives 0.67% (n = 350,000) | viability-normalised | inhibition, % at 12.6 µM | AID 651661, 2012;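 active means mean inhibition of at least 50% after viability correction, with every replicate also passing that limit; inconclusive means mean reaches 50% but only one of two replicates passes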;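 further: firefly luciferase signal divided by Alamar Blue viability fluorescence both relative to DMSO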
# DENV2 CPE = inhibitors of DENV2 cytopathic effect, primary screen, cell-based, plate reader, single concentration. actives 1.7% (n = 350,000). AID 651640, 2012. DENV2-infected cells, cytopathic effect rescue. CPE inhibition, % at 9.99 µM; in the data active means CPE inhibition above about 20%, passing the limit was not always enough; inconclusive means no clear call, values can overlap the other calls; tested in BHK-21 cells;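 further: 0% = median of neutral control wells and 100% = median of positive control wells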
# Starred values were filed as active, the others as inactive; ? = inconclusive; / = not tested or not shown.
SMILES,ARNT-TACC3 inh,CFTR F508del cor,ERp5 inh,PAX8 inh HTS,XiGFP reactiv,INS-1E GSIS act,EWS-Fli block,DENV2 CPE
C[C@H](CO)N1C[C@H](C)[C@H](CN(C)C(=O)C2CC2)Oc2cc(C#Cc3ccncc3)ccc2S1(=O)=O,8.5,-0.9,-2.6,/,0.1,-11.1,10.1,3.0
C[C@H](CO)N1C[C@H](C)[C@H](CN(C)CC2CC2)Oc2cc(-c3ccc(F)cc3)ccc2S1(=O)=O,-6.6,4.4,-5.4,-2.3,-1.2,-22.1,-3.8,5.1
CC(Cc1ccccc1)C(=O)NCc1ccncc1 (stereo not drawn),-1.2,-0.6,-1.7,3.6,0.0,/,-6.0,/
CN(C)c1cccc(-c2cc(Nc3ccc(C(C)(C)C)cc3)ncn2)c1,/,-1.1,-1.8,-81.9,0.0,/,-60.1,?
COCC#Cc1cnc2c(c1)C(=O)N([C@@H](C)CO)C[C@@H](C)[C@H](CN(C)C(=O)Cc1cccnc1)O2,-4.5,-0.6,1.9,/,-0.7,14.0,8.5,5.8
Cc1ccc(CNC(=O)C2CCC(=O)N(CCCN3CCOCC3)C2)cc1 (stereo not drawn),-3.6,0.8,-3.8,-13.8,0.4,30.7,-0.7,10.5
C(=N\Nc1ccccc1)/c1nc2ccccc2s1,1.4,7.1,2.3,-120.6,0.2,1.0,-37.7,2.7
N#C[C@H]1[C@@H](c2ccc(/C=C/c3ccccc3)cc2)[C@@H](CO)N1C(=O)Nc1ccccc1F,-5.9,-0.7,1.8,16.9,0.1,8.6,13.9,1.0
CC(=O)Nc1ccc(NC(=S)Nc2ccc(Br)cc2)cc1,-2.2,-5.1,4.1,-30.5,-0.2,-35.6,2.2,0.6
C[C@H](NC(=O)[C@H]1[C@H](CO)[C@H]2Cn3c(ccc(-c4ccncc4)c3=O)[C@@H]1N2C)c1ccccc1,-4.5,-0.9,5.6,3.1,0.1,5.2,-2.9,4.0
O=C(C1=C(O)C(=O)N(CC2CCCO2)C1c1cccc(O)c1)c1ccco1 (stereo not drawn),-2.9,-0.3,-0.1,-8.9,0.4,-4.5,2.1,2.2
COc1ccc(CCNc2ccc(C(CC(N)=O)NC(=O)c3cc(C)cc(C)c3)cc2[N+](=O)[O-])cc1 (stereo not drawn),-13.0,1.1,0.6,1.1,0.3,/,-2.3,-2.0
CCCCCc1ccc(-c2cn(Cc3cccc(OC)c3)nn2)cc1,7.7,-1.1,-7.9,-8.1,0.0,/,-7.0,/
Cn1c(=O)c2c(nc(NNC(=O)C(F)(F)F)n2C)n(C)c1=O,5.1,-2.9,-0.3,-26.8,/,29.7,3.7,2.3
COc1ccc(NC(=S)NC(=O)Cc2ccccc2)cc1,3.0,3.8,0.4,-17.9,-0.1,/,-47.9,4.1

# Single records, from the list above. Values in the order: ARNT-TACC3 inh, CFTR F508del cor, ERp5 inh, PAX8 inh HTS, XiGFP reactiv, INS-1E GSIS act, EWS-Fli block, DENV2 CPE
# Entry for N#C[C@H]1[C@@H](c2ccc(/C=C/c3ccccc3)cc2)[C@@H](CO)N1C(=O)Nc1ccccc1F → -5.9, -0.7, 1.8, 16.9, 0.1, 8.6, 13.9, 1.0
# Entry for CN(C)c1cccc(-c2cc(Nc3ccc(C(C)(C)C)cc3)ncn2)c1 → /, -1.1, -1.8, -81.9, 0.0, /, -60.1, ?
# Entry for COc1ccc(CCNc2ccc(C(CC(N)=O)NC(=O)c3cc(C)cc(C)c3)cc2[N+](=O)[O-])cc1 (stereo not drawn) → -13.0, 1.1, 0.6, 1.1, 0.3, /, -2.3, -2.0

# Additional structures follow.
SMILES,ARNT-TACC3 inh,CFTR F508del cor,ERp5 inh,PAX8 inh HTS,XiGFP reactiv,INS-1E GSIS act,EWS-Fli block,DENV2 CPE
O=C(COc1ccc(Br)cc1CNCCc1ccccc1)NCc1ccccc1,-0.9,0.8,4.9,-19.2,-0.1,-15.4,29.6,-15.4
COc1cccc(N2CC(C(=O)Nc3c(C(N)=O)oc4ccccc34)CC2=O)c1 (stereo not drawn),-3.9,0.1,1.3,18.8,0.0,22.3,0.5,-13.5
C[C@H]1CN([C@@H](C)CO)C(=O)c2cc(-c3ccc(F)cc3)cnc2O[C@@H]1CN(C)CC1CCCCC1,-3.8,-1.9,-0.7,21.0,0.2,8.2,11.1,-15.8
O=C(OCC(=O)N1CCOCC1)c1cccc(F)c1,-10.8,0.2,1.9,-88.8,0.0,3.6,-5.3,?
O=C1COC(c2ccccc2)C2CCCCN12 (stereo not drawn),-15.4,0.6,-0.8,-11.3,0.2,/,11.4,5.5
CCC(=O)N/C(=N/c1nc(C)cc(C)n1)Nc1ccc(C)cc1,-6.1,-3.6,0.3,-12.7,0.1,7.0,21.6,-3.2
Cc1ccc(S(=O)(=O)N(C)C[C@@H]2OCCCC[C@H](C)Oc3ccc(NC(=O)Nc4ccccc4)cc3C(=O)N([C@H](C)CO)C[C@@H]2C)cc1,13.3,-2.1,0.3,/,0.0,18.4,17.5,2.5
O=C(CNC(=O)c1ccco1)N/N=C/c1cc(Br)ccc1O,28.8,-0.1,1.9,15.4,0.5,9.8,16.8,-5.9
CN(CCNC(=O)c1cn(C)c2ccc(S(=O)(=O)N3CCCC3)cc2c1=O)CCc1ccccc1,0.5,-0.3,-5.0,/,/,-0.6,6.6,2.6
Cc1nc([N+](=O)[O-])c(Sc2nc3ccc([N+](=O)[O-])cc3[nH]2)n1Cc1ccccc1,-9.6,/,-1.8,4.1,0.2,-28.3,/,1.9
CCCC1=C(C(=O)OCC)C(c2sccc2C)n2ncnc2N1 (stereo not drawn),-2.0,-1.3,2.5,-3.4,0.0,13.4,3.7,-2.0
CCN(CC(=O)Nc1cccc(OC)c1)C(=O)c1ccncc1,4.2,0.3,1.8,6.2,0.2,10.3,-3.2,0.5
C[C@@H]1CN([C@@H](C)CO)C(=O)c2cccc(NC(=O)Nc3ccc4c(c3)OCO4)c2O[C@H]1CN(C)Cc1ccc(C(=O)Nc2ccccc2N)cc1,31.8,-1.9,-2.1,/,-0.3,11.6,-1.2,0.7
O=C(C1CCCC1)N1[C@H](CO)[C@@H](c2ccccc2)C12CN(CCC(F)(F)F)C2,/,1.8,4.6,7.3,0.1,-12.7,-5.9,-3.0
CC1(C)Cc2cccc(OC(=O)NC3CCCCC3)c2O1,/,-0.7,8.0,-16.6,0.2,13.3,-29.2,7.7
Cc1nnc(SCC(=O)Nc2ccccc2)c2ccccc12,-4.4,-1.0,-1.8,-7.5,/,-0.8,-68.4,-4.1
C#CCN(C[C@@H]1[C@@H](OC(=O)Nc2cccs2)[C@@H](OC(=O)Nc2cccs2)Cn2c(=O)ccc(=O)n21)S(=O)(=O)c1ccc(C)cc1,/,-3.7,1.8,113.5*,1.8,-7.5,?,-13.5
Cc1ccc2ccc(C(Nc3ccccc3)c3ccc(C(C)C)cc3)c(O)c2n1 (stereo not drawn),/,1.4,1.8,18.1,0.1,-0.3,9.1,-4.7
CSc1ccc(C2Nc3cccc4cccc(c34)N2)cc1,-0.2,0.0,-2.1,6.0,0.0,-4.5,6.3,-6.8
CCc1c(C)sc(NC(=O)c2cc(CC(C)C)on2)c1C#N,-1.0,-3.8,-5.7,-5.0,0.5,/,3.0,15.0
CCCCNC(=O)Cc1cc(=O)[nH]c(=O)[nH]1,-4.2,-3.9,2.5,-4.9,0.1,-5.6,-6.7,-1.1
CCCCn1c(O)c2n(c1=O)Cc1ccccc1N=C2c1ccc(OC)cc1,/,1.0,7.6,24.2,0.1,/,26.4,14.2
COc1cccc(NC(=O)N2CC(=O)N3[C@@H](CO)[C@H](c4ccc(C5=CCCC5)cc4)[C@@H]3C2)c1,/,1.9,-0.8,-23.9,0.0,-18.9,-3.8,-14.2
COc1cccc(C=Nc2ccccc2C(=O)Nc2ccccc2)c1O,-5.9,/,0.7,-69.4,0.3,-1.3,-32.6,/
O=C(NC[C@H]1N[C@H](CO)[C@@H]1c1ccc(-c2ccccc2)cc1)C1CCC1,2.1,0.4,/,2.5,0.0,12.9,1.7,/
CN(C)c1cccc(NC(=O)C2Cc3c(-c4ccc(Cl)cc4)ccnc3O2)c1 (stereo not drawn),/,0.0,-1.8,18.7,0.1,-4.9,-4.1,?
ON(CCc1ccccn1)Cc1ccccc1,-4.2,2.6,-0.2,/,-0.1,13.3,-11.8,-4.8
CCOC(=O)C1(CCc2ccccc2)CCN(Cc2cc(OC)c(OC)cc2OC)CC1,8.6,2.1,-1.8,13.5,0.0,-21.4,21.3,-10.1
CCOC(=O)CCNC(=O)N1CCCC(C(=O)c2cc(C)c(OC)c(C)c2)C1 (stereo not drawn),6.3,-0.5,11.5,4.4,0.0,-7.9,14.1,4.0
CCOC(=O)Cn1c(O)c(N=NC(=O)CNC(=O)Cc2ccccc2)c2ccccc21,0.7,1.2,2.8,-1.4,0.0,-2.1,/,-10.5
Cc1cccc(NC(=O)CNC(=O)C(NC(=O)Cc2ccccc2)C(C)C)c1C (stereo not drawn),0.4,-3.4,-0.7,7.9,-0.1,7.1,1.2,-2.6
CCCN(C)C[C@H]1OCCCC[C@@H](C)Oc2ccc(NS(=O)(=O)c3ccc(OC)cc3)cc2C(=O)N([C@@H](C)CO)C[C@H]1C,/,1.7,/,0.9,-0.9,-4.4,0.0,/
COc1cccc(S(=O)(=O)N2C[C@H](O)COC[C@H]3O[C@H](CC(=O)N4CCCCC4)CC[C@@H]32)c1,8.3,2.9,-0.6,-16.3,0.3,5.8,-3.3,11.0
C[C@H](O)C#Cc1ccc([C@H]2[C@H]3CN(C(=O)c4ccc5c(c4)OCO5)CCCCN3[C@H]2CO)cc1,-3.7,-2.7,/,35.9,0.8,-1.3,4.8,/
O=Cc1c[nH]c2ccc(OCc3ccccc3)cc12,-2.3,-3.5,0.0,-49.9,0.0,16.2,-37.6,16.3
COc1ccc(CCNC(=O)c2cc3c(=O)n4ccccc4nc3n(Cc3ccco3)c2=N)cc1OC,-23.3,-0.1,4.1,-5.9,0.1,-4.3,/,0.2
COc1ccc(N2C(=O)/C(=C\c3ccco3)N=C2SCC(=O)N(C(C)C)C(C)C)cc1Cl,1.8,/,/,-13.8,0.0,-14.9,/,/
C=CCNC(=S)N/N=C/c1ccc(C)cc1C,14.4,0.5,-1.7,-1.1,-0.1,-9.6,17.3,8.7
COC(=O)N/N=C\c1cccc(OC(=O)c2cccs2)c1,/,0.7,5.8,12.2,0.0,5.4,-4.9,-4.6
O=C(c1ccccc1F)N1CC[C@@H]2[C@H](CO)Nc3ccc(-c4ccc(F)cc4)cc3[C@@H]21,-13.6,4.1,-1.4,8.2,0.0,-3.2,7.9,-11.1
Cc1c(Cl)cccc1NC(=O)[C@@]1(CC(=O)O)CC(/C=C/c2ccccc2)=NO1,-4.6,1.3,0.4,7.7,0.4,32.0,-2.2,2.7

# Bioassay records as filed in PubChem.
